# Source: PubChem (Broad Institute)
# RAD54 inh: inhibitors of human RAD54 branch migration, primary screen, biochemical, fluorescence, single point; inhibition, % at 10.4 µM; 360,000 compounds, 0.14% hits; RAD54 Holliday junction branch migration, FAM/BHQ fluorescence;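 active = mean normalized replicate activity at least 40 and at least half of replicates scoring 40 or more; inconclusive = only one of the two criteria met; inactive = mean below 40 and under half of replicates reaching 40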;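 note: 0% = median of neutral control wells and 100% = median of positive control wells; inhibitors cause a drop in the FAM fluorescence signal; in these data hits start at about 50%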
# ARNT TACC3 PPI: disruptors of ARNT/TACC3 protein interaction, primary screen, biochemical, AlphaScreen, single concentration; 390,000 compounds, 0.66% hits; inhibition, % at 9.99 µM; Transforming acidic coiled-coil-containing protein 3 (Homo sapiens), Q9Y6A5; AlphaScreen His-ARNT PAS-B/GST-TACC3 binding, luminescence; TACC3 fragment carries E629A point mutation;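 active = mean inhibition of replicates at least 50% and at least half of replicates each reaching 50%; inconclusive = half or more replicates reach 50% but mean below 50%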;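 note: 0% = complete ARNT plus TACC3 wells and 100% = ARNT alone without TACC3; many hits fall short of the cut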
# E-sel inducer: E-selectin induction in HUVECs, primary screen, imaging, HUVEC, immunofluorescence imaging, single point | P16581 | normalized: neutral wells 0, TNF-alpha wells 100 | activation, % at 7.58 µM | 260,000 compounds, 0.37% hits;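 active = mean E-selectin-positive cell signal at least 10% of the positive control, reached in at least 60% of replicates, without over 20% cell loss; inconclusive = no rule given, readout overlaps actives, possibly toxicity-flagged; inactive = the rest, including those meeting only one limit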;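 note: in these data hits start at about 27%; measured in HUVEC primary endothelial cells; signal is the percent of cells scored E-selectin positive by PE staining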
# Target sequence (P16581 whole entry, looked up): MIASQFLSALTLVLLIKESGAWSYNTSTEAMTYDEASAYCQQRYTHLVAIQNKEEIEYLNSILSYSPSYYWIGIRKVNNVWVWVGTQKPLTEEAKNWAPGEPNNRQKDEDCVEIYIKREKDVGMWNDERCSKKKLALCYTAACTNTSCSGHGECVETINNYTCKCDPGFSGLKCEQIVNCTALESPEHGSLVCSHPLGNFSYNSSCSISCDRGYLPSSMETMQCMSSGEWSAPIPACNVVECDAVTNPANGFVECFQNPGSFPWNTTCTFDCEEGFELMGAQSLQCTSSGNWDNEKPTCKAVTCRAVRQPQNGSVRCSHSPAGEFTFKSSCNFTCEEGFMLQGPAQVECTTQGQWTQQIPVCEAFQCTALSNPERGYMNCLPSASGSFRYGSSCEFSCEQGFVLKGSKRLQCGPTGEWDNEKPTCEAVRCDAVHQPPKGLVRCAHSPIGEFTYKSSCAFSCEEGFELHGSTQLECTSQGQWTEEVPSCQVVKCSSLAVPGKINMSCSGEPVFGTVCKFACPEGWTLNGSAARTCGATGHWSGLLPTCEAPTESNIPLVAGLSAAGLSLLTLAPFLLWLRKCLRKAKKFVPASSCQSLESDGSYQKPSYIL
#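 Read-out basis: % PE-positive cells; Test system: HUVEC primary endothelial cells; Technique: immunofluorescence imaging; Dosing: single-point compound dose.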
# RAD52 inh: RAD52 DNA annealing inhibitors, primary screen, biochemical, FRET, single point, set 2 | recombinant RAD52 DNA annealing, FRET fluorescence | inhibition, % at 18.7 µM | 360,000 compounds, 0.46% hits;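 active = every replicate showing at least 50% inhibition; inconclusive = mean inhibition at least 50% but not in every replicate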
# Target sequence (P43351 whole entry, looked up): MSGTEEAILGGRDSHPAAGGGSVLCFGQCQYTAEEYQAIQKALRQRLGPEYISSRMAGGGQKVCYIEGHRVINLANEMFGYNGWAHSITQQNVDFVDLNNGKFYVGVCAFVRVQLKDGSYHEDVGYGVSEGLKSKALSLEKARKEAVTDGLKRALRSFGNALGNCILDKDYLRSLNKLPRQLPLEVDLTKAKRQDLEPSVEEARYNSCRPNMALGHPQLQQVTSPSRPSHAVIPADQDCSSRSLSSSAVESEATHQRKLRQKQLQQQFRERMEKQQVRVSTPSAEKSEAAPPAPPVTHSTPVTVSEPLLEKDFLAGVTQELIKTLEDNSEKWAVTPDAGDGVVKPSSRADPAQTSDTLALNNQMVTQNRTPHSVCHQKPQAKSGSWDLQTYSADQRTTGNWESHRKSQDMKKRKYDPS
# ERp5 inh: inhibitors of ERp5-driven insulin aggregation, primary screen, biochemical, turbidity, absorbance 650 nm, single point. Protein disulfide-isomerase A6 (Homo sapiens), Q15084. 90 min. inhibition, % at 9.99 µM. 350,000 compounds, 0.05% hits;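 active = mean replicate inhibition above about 25%, with every replicate also reaching it, limit read from the data, passing the limit was not always enough; inconclusive = only one of those two criteria met; inactive = neither criterion met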
# PglD DTNB: C. jejuni PglD acetyltransferase inhibitors, primary screen, biochemical, DTNB colorimetric, single point; UDP-N-acetylbacillosamine N-acetyltransferase PglD (Campylobacter jejuni); purified PglD enzyme, DTNB colorimetric CoA detection; inhibition, % at 12.5 µM; 360,000 compounds, 0.098% hits; AID 602405, 2012; in the data active = inhibition above about 16%, passing the limit was not always enough; inconclusive = no clear call, values can overlap the other calls; note: strong numbers were not always called active
# esBAF inh: Bmi1 luciferase reporter increase in mESCs, primary screen, esBAF inhibitor project, mouse ES cells, Bmi1 luciferase knock-in, single point; 24 h; 100% = twice the neutral-well signal; reporter increase, % at 12.5 µM; 350,000 compounds, 2% hits; AID 602393, 2012; in the data active = activation above about 40%; inconclusive = no clear call, values can overlap the other calls;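 note: 0% = median of the plate's neutral control wells and 100% = double that signal; a rise in the Bmi1 reporter signal indicates esBAF inhibition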
# CASP6 VEID inh: human caspase-6 inhibitors, primary screen, biochemical, VEID-R110 fluorescence, single point, set 2. P55212. purified caspase-6, Z-VEID-R110 cleavage fluorescence. inhibition, % at 12.5 µM. 350,000 compounds, 0.53% hits. AID 686996, 2013;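 active = mean inhibition across replicates at least about 35%, with every replicate also reaching that limit, limit read from the data; inconclusive = only one of the two criteria met; inactive = neither criterion met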;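 note: 0% = median of neutral control wells and 100% = no fluorescence left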
# Active calls of the source: *; ? = inconclusive; . = no result given.
SMILES,RAD54 inh,ARNT TACC3 PPI,E-sel inducer,RAD52 inh,ERp5 inh,PglD DTNB,esBAF inh,CASP6 VEID inh
C[C@H](CO)N1C[C@H](C)[C@H](CN(C)Cc2cccnc2)Oc2cc(C3=CCCCC3)ccc2S1(=O)=O,-9,2,.,16,3,-3,-5,-3
CC(C)CCN(CCC(C)C)C/C(O)=C(\C#N)c1nc(-c2ccccc2)cs1,4,-5,.,.,.,3,-2,.
CN(C)C(=O)c1ccc(-c2ccc(C3[C@H]4CNC[C@@H]3N4C(=O)NC3CCCCC3)cc2)cc1 (stereo not given in full),.,.,0.1,7,-2,.,.,-3
O=C(NCc1ccco1)C(=S)N1CCCC1,-8,9,-1.2,-4,0,9,-8,6
O=C(COC(=O)c1cc(S(=O)(=O)N2CCCCC2)ccc1N1CCOCC1)NCCc1ccc(F)cc1,.,2,.,-18,2,.,.,3
CCOC(=O)c1ccc(NC(=S)N(CCCN2CCN(CC)CC2)Cc2ccco2)cc1,8,-1,0.0,-15,0,-5,-2,-16
Cc1cc2[nH]c(=O)c(=O)[nH]c2cc1S(=O)(=O)Nc1cccc(Cl)c1C,2,.,0.1,-9,1,-1,3,4
Cc1ccc(OCC(=O)Nc2ccc3c(c2)OCO3)c(C)c1,.,-2,-1.1,-17,4,.,.,5
O=C(NC1CCCCCCC1)C1CCC(CNc2c(N3CCCC3)c(=O)c2=O)CC1 (stereo not given),-10,-9,0.0,2,-2,5,-8,-1
Cc1ccc(CNC(=S)Nc2ccc(OC(F)F)cc2C)cc1,.,3,.,-16,-6,.,.,-1
COc1ccc(-c2cnc3c(c2)CCC3(C#N)C#N)cc1,5,3,.,4,-1,-114,2,4
CNC[C@H]1OCCCC[C@@H](C)Oc2ccc(NC(=O)c3ccncc3)cc2C(=O)N([C@@H](C)CO)C[C@@H]1C,-13,2,-0.2,-342,1,-2,-2,-4
CC(C)CC#Cc1ccc2c(c1)O[C@H](CN(C)CC1CCOCC1)[C@H](C)CN([C@@H](C)CO)S2(=O)=O,2,2,-0.3,4,1,1,-4,-2
Cc1cc(=O)[nH]c(N/N=C/c2c(C)oc3ccccc23)n1,2,2,-2.5,-8,-6,4,.,-2
Cc1ccc(-c2ccc([C@@H]3[C@H](CO)N4CCCCN(S(=O)(=O)c5cccc(C)c5)C[C@@H]34)cc2)cc1,0,18,.,69*,9,-3,.,-2
Cc1nnc(NC(=O)CCSc2ccccc2)s1,-5,1,.,.,.,3,-3,.
Cc1cccc(NC(=O)c2ccc(Cl)c(S(=O)(=O)N3CCCC3)c2)n1,7,-3,0.0,-28,-5,-3,?,2
O=C(C1CCN(S(=O)(=O)N2CCOCC2)CC1)N1CCN(Cc2ccc3c(c2)OCO3)CC1,-2,-5,.,-6,2,-2,0,-2
CN(Cc1ccccc1)C(=O)c1cccc(NC(=O)Cc2cccc([N+](=O)[O-])c2)c1,2,1,0.3,-24,3,3,-2,-2
Cc1ccc(S(=O)(=O)NCC(c2cccnc2)N(C)C)cc1 (stereo not given),3,-1,.,.,.,0,2,.
Cc1ccc(S(=O)(=O)NCC2CCC(C(=O)NCCCN3CCOCC3)CC2)cc1 (stereo not given),-17,-8,.,.,.,4,-2,.
C[C@H]1CN([C@@H](C)CO)C(=O)c2cc(NC(=O)Nc3ccccc3)ccc2O[C@@H]1CN(C)C,5,11,-4.3,-8,-4,0,-2,1
CN1CCCCC(NC(=O)CCCl)C1=O (stereo not given),.,.,1.8,-22,6,.,.,-2
COc1ccc2c(Cl)c(C(=O)NCc3ccco3)sc2c1,-1,-2,.,.,.,2,35,.
Cc1nn(-c2ccccc2)c(C)c1C(=O)OCC(=O)Nc1cccc(S(N)(=O)=O)c1,1,-6,-0.3,-30,-3,-1,3,3

# Overlap with the part before: two entries; new compounds follow.
SMILES,RAD54 inh,ARNT TACC3 PPI,E-sel inducer,RAD52 inh,ERp5 inh,PglD DTNB,esBAF inh,CASP6 VEID inh
COc1ccc2c(Cl)c(C(=O)NCc3ccco3)sc2c1,-1,-2,.,.,.,2,35,.
Cc1nn(-c2ccccc2)c(C)c1C(=O)OCC(=O)Nc1cccc(S(N)(=O)=O)c1,1,-6,-0.3,-30,-3,-1,3,3
CN1C(=O)c2cc(NC(=O)c3cccc(F)c3)ccc2OC[C@H]2O[C@H](CC(=O)NCC3CC3)CC[C@H]21,.,.,0.2,-6,3,.,.,2
O=C(NCc1ccco1)Nc1cccc2ccccc12,8,-13,0.6,-72,-6,2,-3,-4
O=C1N[C@H](Cc2ccccc2)COC(=O)[C@@H](Cc2ccc(F)cc2)C/C=C\C[C@H]1CC(=O)N(CCO)Cc1ccccc1,-10,0,0.2,-16,2,-1,10,1
COc1ccc(C2=[N+]([O-])C(C)(C)C(c3ccccc3)=N2)cc1,.,-5,.,-22,0,.,-2,0
Cc1cccc(N/C(N)=N/c2nc(C)cc(=O)[nH]2)c1,.,-4,0.4,-18,6,.,.,-2
COc1cc(C(=O)N(Cc2ccccc2)c2cccc(C)c2)ccc1OCC(=O)N1CCOCC1,1,.,0.0,-1,2,-4,4,0
CN(C)C(=O)c1ccc(-c2ccccc2[C@@H]2[C@H](C#N)N(C(=O)C3CCCC3)[C@H]2CO)cc1,.,.,-0.1,11,-1,.,.,0
CC(=O)C(C(c1ccccc1)N1CCCc2ccccc21)N1CCOCC1 (stereo not given),0,13,-0.4,-69,-5,-1,6,-9
CCN(CCn1cccn1)Cc1cn[nH]c1-c1ccc(-c2ccccc2)cc1,.,4,0.4,-2,5,.,.,-4
COc1cc(OC)cc(C(=O)NNC(=O)c2cc(S(=O)(=O)N3CCOCC3)ccc2F)c1,2,22,-0.4,-9,-13,-3,-9,0
Cn1cc(Br)c(NC(=O)/C=C/C(=O)O)n1,-2,-3,0.3,-12,-1,-5,.,4
O=c1c(-c2ccc(Br)cc2)coc2c(CN3CCCCC3)c(O)ccc12,1,-8,0.1,-5,1,3,7,1
CN(C)C(=O)c1cccc(-c2ccccc2[C@H]2[C@@H](CO)N(C(=O)C3CCCC3)[C@H]2C#N)c1,.,.,-0.1,18,0,.,.,-3
C[C@@H]1CN([C@@H](C)CO)C(=O)c2cccc(NS(C)(=O)=O)c2O[C@@H]1CN(C)Cc1ccc(C(=O)O)cc1,7,-6,.,4,-1,0,0,1
Cc1ccc(C(=O)c2cn(-c3ccc(F)c(Cl)c3)nn2)cc1,1,1,.,.,.,-2,7,.
O=C(Oc1ccccc1F)C1CCN(C(=O)c2ccc(F)cc2)CC1,-6,-2,1.6,-17,-4,4,-4,0
O=C(Nc1ccccc1)[C@@H]1[C@@H](CO)[C@@H]2Cn3c(cccc3=O)[C@@H]2N1CC1CCOCC1,.,.,0.0,-8,1,.,.,0
O=S(=O)(NCCN1CCCC1)c1ccc(Br)cc1,-2,-6,-0.3,-20,5,-2,2,0
O=C(Nc1ccc(C(F)(F)F)cc1)N[C@@H]1CC[C@@H](CCNC(=O)c2ccccc2F)O[C@H]1CO,-1,7,0.0,-14,-3,-3,-4,0
Nc1nc(N2CCN(C(c3ccccc3)c3ccccc3)CC2)n[nH]1,.,-3,.,-17,6,.,.,-3
N#Cc1c(N)nc2c(c1N)CC(C(F)(F)F)O2 (stereo not given),.,1,.,-8,6,.,.,6
C[C@H]1CN([C@@H](C)CO)C(=O)c2cc(NS(=O)(=O)c3cn(C)cn3)ccc2O[C@@H]1CN(C)Cc1ccc2c(c1)OCO2,7,-5,.,4,-3,1,-3,1
CCCCc1c(O)n2c(nc3ccccc32)[nH]c1=O,-8,-9,.,.,.,4,0,.
O=S(=O)(Cc1ccccc1)N1CCCCN2[C@H](CO)[C@@H](c3ccc(-c4cncnc4)cc3)[C@@H]2C1,-5,6,-0.1,-16,-7,1,.,-2
COc1ccc(-n2c(SCC(=O)Nc3ccc(NC(C)=O)cc3)nc3c([nH]c4ccccc43)c2=O)cc1OC,0,-5,-0.6,0,-3,-5,-2,7

# At a glance, part of the list above.
SMILES,RAD54 inh,ARNT TACC3 PPI,E-sel inducer,RAD52 inh,ERp5 inh,PglD DTNB,esBAF inh,CASP6 VEID inh
C[C@@H]1CN([C@@H](C)CO)C(=O)c2cccc(NS(C)(=O)=O)c2O[C@@H]1CN(C)Cc1ccc(C(=O)O)cc1,7,-6,.,4,-1,0,0,1
Cc1ccc(C(=O)c2cn(-c3ccc(F)c(Cl)c3)nn2)cc1,1,1,.,.,.,-2,7,.
O=C(Oc1ccccc1F)C1CCN(C(=O)c2ccc(F)cc2)CC1,-6,-2,1.6,-17,-4,4,-4,0
O=C(Nc1ccccc1)[C@@H]1[C@@H](CO)[C@@H]2Cn3c(cccc3=O)[C@@H]2N1CC1CCOCC1,.,.,0.0,-8,1,.,.,0
O=S(=O)(NCCN1CCCC1)c1ccc(Br)cc1,-2,-6,-0.3,-20,5,-2,2,0
O=C(Nc1ccc(C(F)(F)F)cc1)N[C@@H]1CC[C@@H](CCNC(=O)c2ccccc2F)O[C@H]1CO,-1,7,0.0,-14,-3,-3,-4,0
Nc1nc(N2CCN(C(c3ccccc3)c3ccccc3)CC2)n[nH]1,.,-3,.,-17,6,.,.,-3
N#Cc1c(N)nc2c(c1N)CC(C(F)(F)F)O2 (stereo not given),.,1,.,-8,6,.,.,6
C[C@H]1CN([C@@H](C)CO)C(=O)c2cc(NS(=O)(=O)c3cn(C)cn3)ccc2O[C@@H]1CN(C)Cc1ccc2c(c1)OCO2,7,-5,.,4,-3,1,-3,1
CCCCc1c(O)n2c(nc3ccccc32)[nH]c1=O,-8,-9,.,.,.,4,0,.
O=S(=O)(Cc1ccccc1)N1CCCCN2[C@H](CO)[C@@H](c3ccc(-c4cncnc4)cc3)[C@@H]2C1,-5,6,-0.1,-16,-7,1,.,-2
COc1ccc(-n2c(SCC(=O)Nc3ccc(NC(C)=O)cc3)nc3c([nH]c4ccccc43)c2=O)cc1OC,0,-5,-0.6,0,-3,-5,-2,7

# Remaining list, next part:
SMILES,RAD54 inh,ARNT TACC3 PPI,E-sel inducer,RAD52 inh,ERp5 inh,PglD DTNB,esBAF inh,CASP6 VEID inh
COc1ccccc1CNC(=O)C[C@H]1C[C@@H]2c3cc(NC(=O)NC4CCCC4)ccc3O[C@@H]2[C@@H](CO)O1,0,12,0.1,3,-2,-1,-1,-2
O=C(N/N=C\c1ccc2c(c1)OCO2)c1cncc(Br)c1,-5,.,.,-15,2,-4,39,4
COCc1nnc(NS(=O)(=O)c2ccc(Br)cc2)s1,-1,0,.,.,.,10,8,.
CSc1ccc(S(=O)(=O)NCc2ccccc2)cc1,0,-1,.,.,.,-1,-15,.
COc1ccc(C)c2sc(N(CCN(C)C)C(=O)/C=C/c3cccs3)nc12,30,20,.,13,1,-6,11,-6
OC(COc1ccc(F)cc1Cl)CN1CCC(Cc2ccccc2)CC1 (stereo not given),9,5,0.3,-1,5,-6,1,-15
CCC(=O)N(C)C[C@@H]1Oc2cc(-c3ccccc3)ccc2S(=O)(=O)N([C@H](C)CO)C[C@H]1C,-1,-1,-0.2,-9,0,-2,-7,-3
FC(F)(F)c1cc(Oc2ccccc2Cl)nc(-c2ccccn2)n1,-1,-1,.,.,.,-13,-7,.
CCC(CO)Nc1ccc(-c2n[nH]c(=O)c3ccccc23)cc1[N+](=O)[O-] (stereo not given),14,11,-0.1,-9,-1,-2,3,4

# An unsorted share of the library (roughly 3.2% active in at least one column).
